Source: PubChem BioAssay
NLRP3 yeast inh – NALP3 inflammasome inhibitors in reconstituted yeast, primary screen, luminescence, uHTS. Yeast reconstituted NLRP3/ASC/caspase-1, beta-gal luminescence, 24 h. inhibition, % at 10 µM. AID 2825, 2010. 0.39% of 330,000 active;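 active = inhibition of 50% or more; inactive = inhibition below 50%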;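 note: plate controls were induced DMSO wells for no effect and uninduced yeast grown without galactose for full effect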
mIAP inh – inhibitors of mouse IAP, primary screen, biochemical, luminescence, uHTS | purified mouse IAP, CDP-Star luminescence, 30 min | AID 2806, 2010 | 0.2% of 330,000 active | intestinal alkaline phosphatase [Mus musculus] | inhibition, % at 10 µM;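 active = inhibition of at least 40% at 10 µM in the primary screen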;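 note: plate controls were DMSO with enzyme for no effect and no enzyme wells for full effect; values of inactives mirror those of a sister screen read the other way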
hIAP block – human IAP inhibitors, primary screen, biochemical, luminescence, uHTS | Intestinal-type alkaline phosphatase (Homo sapiens), P09923 | 0.12% of 330,000 active | AID 2544, 2010 | inhibition, % at 10 µM | purified IAP, CDP-Star luminescence, 30 min;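 active = inhibition reaching a set limit with compound at 10 µM in the primary screen, cut at about 35% in these data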;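 note: plate controls were DMSO wells with enzyme for no effect and no-enzyme buffer wells for full effect; values of inactives mirror those of a sister screen read the other way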
Target sequence (P09923 whole entry, looked up): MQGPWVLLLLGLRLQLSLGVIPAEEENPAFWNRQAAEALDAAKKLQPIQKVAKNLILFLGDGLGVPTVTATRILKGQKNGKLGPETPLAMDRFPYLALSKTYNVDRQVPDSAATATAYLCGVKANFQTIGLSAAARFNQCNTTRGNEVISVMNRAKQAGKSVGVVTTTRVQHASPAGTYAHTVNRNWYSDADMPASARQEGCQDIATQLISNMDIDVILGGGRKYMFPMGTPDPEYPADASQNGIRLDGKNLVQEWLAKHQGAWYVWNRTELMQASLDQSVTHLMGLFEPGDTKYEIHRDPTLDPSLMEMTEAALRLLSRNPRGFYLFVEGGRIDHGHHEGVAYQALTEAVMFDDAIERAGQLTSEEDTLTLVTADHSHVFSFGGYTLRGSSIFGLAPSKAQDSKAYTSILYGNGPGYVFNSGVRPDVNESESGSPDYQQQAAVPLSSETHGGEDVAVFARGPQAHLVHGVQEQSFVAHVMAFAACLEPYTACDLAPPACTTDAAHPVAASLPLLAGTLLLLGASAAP
beta cell repl – inducers of MIN6 beta-cell proliferation, primary screen, ATP luminescence, uHTS. proliferation, % at 10 µM. MIN6 cells proliferation, ATPlite luminescence, 48 h; cells starved in 0.2% serum; 100% = growth in 10% serum. 0.29% of 330,000 active;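 active = compounds whose signal lies at least 3.5 SD above the mean of all wells on their plate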;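 note: 0% = DMSO-treated cells in low-serum medium and 100% = 10% serum control; some compounds called inactive have numbers as strong as hits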
mIAP act – activators of mouse IAP, primary screen, biochemical, luminescence, uHTS; intestinal alkaline phosphatase [Mus musculus]; 0.24% of 330,000 active; activation factor at 10 µM; muIAP, CDP-Star luminescence, 30 min; stronger effect = higher value; 1 = vehicle-only enzyme signal, 0 = enzyme-free wells;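 active = activation factor of at least 2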; note: the source names both 10 and 20 µM as test concentration; values of inactives mirror those of a sister screen read the other way
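System: Mouse IAP enzyme | Also added: CDP-Star substrate | Dosing: Compounds dispensed in DMSO | Schedule: 30 min enzyme-substrate-compound incubation at room temperature | Technique: Chemiluminescence readout | Control set: DMSO-only wells and no-enzyme negative control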
A3A deaminase – APOBEC3A ssDNA deaminase inhibitors, primary screen, selectivity assay for APOBEC3G inhibitor project, biochemical, FAM/TAMRA oligo cleavage fluorescence; DNA dC->dU-editing enzyme APOBEC-3A (Homo sapiens), P31941; recombinant A3A, FAM/TAMRA ssDNA deamination fluorescence; inhibition, % at 20 µM; 0.41% of 330,000 active; AID 493011, 2011;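 active = at least 40% inhibition at 20 µM here, with at most 30% in a related deaminase screen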;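 note: plate controls were A3A with DMSO for no effect and wells lacking A3A enzyme for full effect; some results filed as inactive read as strong as hits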
Target sequence (P31941 whole entry, looked up): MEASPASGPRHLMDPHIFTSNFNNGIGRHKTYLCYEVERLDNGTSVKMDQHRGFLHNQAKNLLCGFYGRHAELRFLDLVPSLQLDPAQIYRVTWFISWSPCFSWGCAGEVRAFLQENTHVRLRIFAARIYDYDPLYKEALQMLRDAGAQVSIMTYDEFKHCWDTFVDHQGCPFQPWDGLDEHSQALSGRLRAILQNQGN
TIM10 inh – growth inhibitors of isogenic TIM10 control yeast, primary screen, counter-screen for tim10-1 yeast inhibitor project, luminescence, uHTS | S. cerevisiae TIM10 strain growth, BacTiter-Glo luminescence, 24 h | inhibition, % at 10 µM | 1.4% of 330,000 active;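 active = inhibition of 40% or more at the single tested concentration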;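 note: wild-type TIM10 isogenic control strain grown at permissive 25 °C; 0% = DMSO yeast wells and 100% = minimal medium wells without yeast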
tim10-1 inh – growth inhibitors of tim10-1 mutant yeast, primary screen, luminescence, uHTS. S. cerevisiae tim10-1 ts strain growth, BacTiter-Glo, 24 h. inhibition, % at 20 µM. 2.2% of 330,000 active. AID 463190, 2010;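 active = inhibition of at least 40%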;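 note: mutant grown at 25 °C; 0% = DMSO wells with yeast and 100% = wells holding no yeast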
APOBEC3G inh – APOBEC3G DNA deaminase inhibitors, primary screen, biochemical, fluorescence, single-stranded DNA substrate, uHTS; 0.28% of 330,000 active; DNA dC->dU-editing enzyme APOBEC-3G (Homo sapiens), Q9HC16; recombinant A3G, ssDNA deamination FAM/TAMRA fluorescence; inhibition, % at 20 µM; AID 493012, 2011;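 active = inhibition of at least 40% at 20 µM, with no more than 30% in the related APOBEC3A deaminase screen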;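 note: plate controls were DMSO wells with A3G for no effect and wells lacking A3G enzyme for full effect; some compounds called inactive have numbers as strong as hits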
Target sequence (Q9HC16 whole entry, looked up): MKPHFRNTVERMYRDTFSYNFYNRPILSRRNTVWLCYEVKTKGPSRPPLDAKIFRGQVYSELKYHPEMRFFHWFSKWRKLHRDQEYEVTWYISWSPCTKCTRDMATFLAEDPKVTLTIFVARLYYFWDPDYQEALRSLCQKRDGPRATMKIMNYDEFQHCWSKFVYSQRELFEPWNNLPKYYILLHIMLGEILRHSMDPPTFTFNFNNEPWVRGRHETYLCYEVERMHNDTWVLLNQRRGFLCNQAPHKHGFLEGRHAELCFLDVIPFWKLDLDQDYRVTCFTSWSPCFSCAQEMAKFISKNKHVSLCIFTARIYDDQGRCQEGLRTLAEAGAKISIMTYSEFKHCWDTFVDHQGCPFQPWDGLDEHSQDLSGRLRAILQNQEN
The depositor's hits bear a star.

SMILES	NLRP3 yeast inh	mIAP inh	hIAP block	beta cell repl	mIAP act	A3A deaminase	TIM10 inh	tim10-1 inh	APOBEC3G inh
O=S(=O)(Nc1ccc(-c2ccc3nncn3n2)cc1)c1ccccc1Cl	5	-6	-2	2	1.1	1	0	8	0
N#Cc1cc([N+](=O)[O-])ccc1NC(=O)COC(=O)CCC1CCCCC1	-12	17	3	0	0.83	2	17	45*	-13
CCOC(=O)c1c(-c2ccccc2)oc2cc(CN(C)C)c(O)c(CN(C)C)c12	15	7	19	-6	0.93	-3	3	23	-7
CC(=O)OCC1=C(C(=O)O)N2C(=O)C(NC(=O)CC(C)c3ccccc3)C2SC1 (stereo not given)	6	1	-10	-2	0.99	4	7	-2	0
COc1ccccc1NC(=O)CCc1c(C)nc2c(-c3ccc(F)cc3)c(C)nn2c1C	3	4	9	-4	0.96	2	22	15	0
NC(=O)COC(=O)c1cc(-c2ccco2)nc2ccccc12	5	0	-10	-1	1	14	25	14	0
CCN(CC)S(=O)(=O)c1cc([N+](=O)[O-])ccc1NNC(=O)Nc1ccccc1	11	6	-4	-2	0.94	1	-1	24	1
O=C1N(c2cccc(Cl)c2)C(c2ccc(Cl)cc2)N2CCCN12 (stereo not given)	6	1	1	2	0.99	3	24	10	-10
CCN(C(=O)COC(=O)/C=C/c1c(C)nn(-c2ccccc2)c1C)C1CCS(=O)(=O)C1 (stereo not given)	6	1	-5	0	0.99	3	-3	7	-3
Cc1nnc(NC(=O)CSc2nnc(CC(=O)Nc3ccccc3F)n2C)s1	8	0	7	0	1	-3	-15	-8	-3

One compound at a time (already shown). Order of screens: NLRP3 yeast inh | mIAP inh | hIAP block | beta cell repl | mIAP act | A3A deaminase | TIM10 inh | tim10-1 inh | APOBEC3G inh
O=C1N(c2cccc(Cl)c2)C(c2ccc(Cl)cc2)N2CCCN12 (stereo not given) across the screens: 6 | 1 | 1 | 2 | 0.99 | 3 | 24 | 10 | -10
N#Cc1cc([N+](=O)[O-])ccc1NC(=O)COC(=O)CCC1CCCCC1 across the screens: -12 | 17 | 3 | 0 | 0.83 | 2 | 17 | 45* | -13
CC(=O)OCC1=C(C(=O)O)N2C(=O)C(NC(=O)CC(C)c3ccccc3)C2SC1 (stereo not given) across the screens: 6 | 1 | -10 | -2 | 0.99 | 4 | 7 | -2 | 0

Next part
SMILES	NLRP3 yeast inh	mIAP inh	hIAP block	beta cell repl	mIAP act	A3A deaminase	TIM10 inh	tim10-1 inh	APOBEC3G inh
CN(C)CCCN(C(=O)c1ccc(S(=O)(=O)N2CCCCCC2)cc1)c1nc2ccc(F)cc2s1	23	10	-8	-4	0.9	5	11	22	1
CC(=O)c1ccc(NC(=O)CCCCCn2nnc3ccccc3c2=O)cc1	18	-8	6	-4	1.1	2	1	27	-2
COC(=O)c1ccccc1NC(=O)c1cc(-c2ccc(C)cc2)on1	19	0	0	8.3*	1	2	-2	-3	1
Cc1nn(C(C)C(=O)N2CCCCC2)c(=O)c2c1sc1ccccc12 (stereo not given)	13	0	2	-3	1	0	18	14	-4
CCC(=O)c1ccc(OCC(=O)OCC(=O)NC2CCCC2)cc1	14	2	-4	-1	0.98	-3	4	1	-6
Cc1cc(C)c2c(=O)c(/C=C3\NC(=S)NC3=O)coc2c1	8	21	17	2	0.79	7	-9	-7	21
S=c1[nH]nc(-c2ccco2)n1/N=C/C=C/c1ccco1	11	69*	10	-1	0.31	63	10	14	73
Cc1nc(N2CCCCCC2)c2ccccc2n1	22	-5	-13	0	1	15	-3	5	-1
CCOC(=O)c1c(N)sc(C(=O)N2CCCC2)c1C	-1	3	22	-1	0.97	-4	0	1	-3
O=C(CNC(=O)c1cccs1)NCCc1ccco1	9	8	1	1	0.92	1	-5	0	-2
CC(C)NC(=O)CN1C(=O)CSc2ccc(S(=O)(=O)N3CCCC3)cc21	8	-3	-2	-1	1	-3	2	-17	-7
Cc1ccc(S(=O)(=O)N2CCCCC2)cc1NC(=O)CNCc1ccco1	11	1	10	0	0.99	3	0	19	-2
CCc1ccc(/C=C\C(=O)N2CCc3ccccc3C2)cc1	21	-3	2	-4	1	-3	-4	14	-5
Cc1ccc(C(=O)N2CCN(c3nc4ccccc4n3C)CC2)cc1	-6	9	-7	-2	0.91	-6	8	38	-11
CCOc1ccc(C(=O)CCC(=O)N(CC)CC(=O)NCc2cccs2)cc1	-2	2	-6	-5	0.98	1	5	9	-10
O=C(NC1CCSC1=O)C1CC(=O)N(c2ccc(F)cc2)C1 (stereo not given)	11	-9	6	1	1.1	3	-5	8	2
Cc1ccc(/C(O)=C2/C(=O)C(=O)N(CC(=O)O)C2c2ccc([N+](=O)[O-])cc2)cc1 (stereo not given)	9	-3	-16	-1	1	-10	0	3	-6
O=C(CCn1c(=O)[nH]c2ccsc2c1=O)N1CCN(c2cccc(Cl)c2)CC1	1	6	4	-2	0.94	4	7	2	0
CC(C(=O)Nc1nc(-c2ccc(F)c(F)c2)cs1)N1C(=O)C2CC=CCC2C1=O (stereo not given)	8	4	-6	-3	0.96	-4	9	3	-6
COc1ccc(C(=O)COC(=O)c2cc(=O)c3ccccc3o2)cc1	-9	6	8	0	0.94	2	14	3	8
Cc1cc(C)cc(-c2nnc(SCC(=O)Nc3cc(C)on3)o2)c1	5	7	-18	-5	0.93	-2	1	-10	-13
CNC(=O)c1ccc(-c2ccc(OC)cc2)s1	48	-2	-17	-3	1	0	5	-48	-3
O=C(Nc1ncc(Br)s1)C1CCCN1S(=O)(=O)c1cccc2cccnc12 (stereo not given)	-2	14	9	-1	0.86	-2	-1	2	-4
COc1cc(OC)cc(-c2cc3cc(F)ccc3cn2)c1	-1	13	10	-3	0.87	1	22	11	-4
CCC(=O)Nc1ccc(C(=O)N/N=C/c2cc(Br)c(OC)cc2OC)cc1	5	-4	3	1	1	-2	4	12	-12
COc1ccc(C(=O)OCC(=O)c2c(N)n(C)c(=O)n(C)c2=O)cc1OC	8	0	9	0	1	3	3	1	-3
O=C(CN1CCc2ccccc2C1)NCc1ccco1	1	-6	-5	-5	1.1	2	-5	-3	4
CCn1c(SCC(=O)N2CCc3ccccc3C2)nc2sc(C)c(C)c2c1=O	11	12	2	-6	0.88	3	-58	-20	-3
COc1ccc(CCNC(=O)CSC(=O)c2ccccc2)cc1OC	16	22	4	2	0.78	0	15	16	0
O=C1c2ccccc2CCCC12N=NCC2c1cccc2ccccc12 (stereo not given)	4	3	-44	-5	0.97	-2	-20	19	-4
CCN(c1cccc(C)c1)S(=O)(=O)c1c(C)[nH]c(C)c1C(=O)N1CCCCC1	7	6	1	-2	0.94	-5	4	19	-6
COc1ccc(CCNC(=O)CNC(=O)c2ccc3c(c2)OCO3)cc1OC	2	-3	-7	1	1	-1	-16	8	-11
O=C(COC(=O)c1ccccn1)NCCCc1ccccc1	10	1	4	0	0.99	5	-4	-2	-2
COc1cccc(-c2csc(N3CCN(C(=O)C4CCCCC4)CC3)n2)c1	6	6	-85	-3	0.94	0	15	35	-10
CC(=O)c1c(C)[nH]c(C(=O)NCc2cccc(Cl)c2)c1C	-5	-25	-11	-2	1.2	-3	21	24	-14
O=C(Nc1ccc(CSc2ccccc2)cc1)c1ccc(CN2CCOCC2)cc1	32	11	11	0	0.89	-1	-17	1	-5
Cc1[nH]c(=O)[nH]c(=O)c1S(=O)(=O)NCCc1ccc(S(N)(=O)=O)cc1	15	7	-28	2	0.93	-3	-3	-8	-4
COc1ccc(C(C#N)N2N=C(c3ccccc3)CC2c2ccccc2)cc1OC (stereo not given)	20	1	-4	0	0.99	0	31	25	-4
CCSc1nnc(NC(=O)c2cccc(S(=O)(=O)N(C)c3ccccc3)c2)s1	18	10	-3	3	0.9	8	-6	4	6
COc1cc(OC)c(/C=N/NC(=O)c2ccncc2)c(OC)c1	-4	-8	-47	-4	1.1	-9	-11	14	-4
CCCC(C1=C(O)CC(C)(C)CC1=O)C1C(=O)CC(C)(C)CC1=O (stereo not given)	16	12	-8	-1	0.88	1	4	20	0
CC1(C)CC(O)C(C)(C)N1O (stereo not given)	6	16	-8	-1	0.83	2	-6	4	-3
COc1ccc(NC(=O)C2CCC(N3C(=O)C4C5C=CC(C5)C4C3=O)CC2)cc1 (stereo not given)	3	-10	2	-1	1.1	-1	2	14	-1
CCOc1ccc2[nH]c(=O)c(CN(Cc3cccs3)Cc3nnnn3C(C)(C)CC)cc2c1	16	-2	2	-4	1	1	28	12	1
CCc1c(C)nc(SCc2ccccn2)[nH]c1=O	3	6	-18	-2	0.94	-1	10	16	-4
COC(=O)c1ccc2c(c1)N(C)C(=O)CS2	9	0	0	-4	1	3	-5	9	-4
CCCn1nnnc1NC(=O)c1ccc2ccccc2c1	15	-10	22	0	1.1	-2	7	2	-3
CC(=O)NNC(=O)c1csc(Cc2c(Cl)sc3ccc(Cl)cc23)n1	12	0	-15	-3	1	-1	7	23	-1
N#C/C(=C/c1ccc(N2CCCCC2)o1)C(=O)Nc1ccc(Cl)cc1	20	23	38*	0	0.77	-31	2	11	-70
O=C(Nc1ccc(Nc2ccccc2)cc1)c1c(F)c(F)c(F)c(F)c1F	18	-2	7	-5	1	-2	11	13	-1

Continuation.
SMILES	NLRP3 yeast inh	mIAP inh	hIAP block	beta cell repl	mIAP act	A3A deaminase	TIM10 inh	tim10-1 inh	APOBEC3G inh
COC(=O)/C=C1/S/C(=N/NC(=O)c2ccc(OC)cc2)NC1=O	10	15	-48	1	0.85	-3	4	-9	-7
O=C(NC1CC1)c1ccc(CN(c2ccccc2)S(=O)(=O)c2ccccc2)cc1	6	-3	-14	0	1	-5	-28	-19	-10
O=C(COc1ccc(C(=O)NCC2CCCO2)cc1)Nc1cccc(C(F)(F)F)c1 (stereo not given)	2	8	-5	-5	0.92	-7	-16	12	3
Cc1noc2ncnc(Sc3c(Cl)cccc3Cl)c12	-16	14	10	-5	0.86	-2	23	25	-3
CCOC(=O)c1ccc(NC(=O)CC2C(=O)N(c3ccc(F)cc3)C(=O)N2CCCOC)cc1 (stereo not given)	1	8	-2	0	0.92	-2	-22	16	-5
Cc1cc(C)cc(OCC(=O)OCC(=O)NCc2ccco2)c1	14	2	-10	0	0.97	-2	11	10	-2
COc1ccc(CN2CC(C(=O)NCc3ccccn3)CC2=O)cc1 (stereo not given)	9	8	8	3	0.92	3	5	8	2
Fc1cccc(/C=N/Nc2cc(N3CCOCC3)ncn2)c1	28	6	-3	-3	0.94	-3	-2	12	-4
Cc1cccc(C(=O)NN2S(=O)(=O)c3ccccc3S2(=O)=O)c1	20	-7	-2	-2	1.1	3	0	-7	-4
CN(C)C(=S)Nc1ccc([N+](=O)[O-])cc1	-8	4	3	-1	0.96	12	10	11	-8
COc1ccccc1CN(C)C(=O)CN1C(=O)c2ccccc2C1=O	4	-2	-12	0	1	0	7	3	-2
CC(C)Oc1cccc(C(=O)NC(=S)Nc2ccc3c4c(cccc24)CC3)c1	16	19	18	-3	0.81	-2	12	23	3
Cc1ccc(S(=O)(=O)N(C)C)cc1NC(=O)COC(=O)Cc1ccsc1	-1	10	4	6	0.9	-1	13	6	-11
